Source: PubChem
OXTR ag – activates the human oxytocin receptor. P30559. CHO-OTR cells, Fluo-8 calcium fluorescence; normalized: DMSO 0%, oxytocin 100%. activation, % at 3 µM. actives 0.32% (n = 320,000);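 active = activation above the mean of all tested compounds plus 3 SD, cutoff set per screening run, cut at about 20% in these data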;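 note: peak over basal fluorescence ratio from a 100 s FLIPR kinetic read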
Target sequence (P30559 whole entry, looked up): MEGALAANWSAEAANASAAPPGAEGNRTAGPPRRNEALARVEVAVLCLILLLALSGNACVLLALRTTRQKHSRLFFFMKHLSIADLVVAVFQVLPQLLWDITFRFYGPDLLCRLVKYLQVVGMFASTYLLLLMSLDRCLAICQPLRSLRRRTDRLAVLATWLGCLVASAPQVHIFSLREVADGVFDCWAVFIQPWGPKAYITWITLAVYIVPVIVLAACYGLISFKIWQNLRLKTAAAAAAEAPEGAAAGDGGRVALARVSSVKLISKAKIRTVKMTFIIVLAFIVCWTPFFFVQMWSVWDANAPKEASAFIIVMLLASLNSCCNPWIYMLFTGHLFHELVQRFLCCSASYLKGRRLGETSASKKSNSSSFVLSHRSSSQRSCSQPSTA
IMP-1 inh – blocks Pseudomonas aeruginosa IMP-1 metallo-beta-lactamase. purified IMP-1, nitrocefin hydrolysis, epi-absorbance fluorescence. inhibition, % at 5.6 µM. actives 0.45% (n = 290,000);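 active = inhibition above the mean plus 3 SD of all compounds in the same screening run, cut at about 4.5% in these data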;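 note: 0% = IMP-1 with DMSO and 100% = DMSO wells lacking enzyme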
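System – purified recombinant IMP-1 beta-lactamase · Input – IMP-1 dispensed at 0.2 nM · Timing – 15 min preincubation plus 25 min reaction at 25 °C · Signal – Epi-absorbance fluorescence, 480 nm excitation, 530 nm emission · Measure – percent IMP-1 inhibition derived from blank-referenced optical density · Controls – Enzyme-plus-DMSO low control, enzyme-free DMSO high control · Replication – singlicate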
V1R ag counter – V1a receptor agonism, counter-screen for OXTR agonists. activation, % at 3 µM. CHO-V1R cells, Fluo-8 calcium fluorescence, agonist mode; 0% DMSO, 100% 3 nM vasopressin. actives 0.25% (n = 320,000);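 active = activation above the mean activation of all tested compounds plus 3 SD, per screening run, cut at about 20% in these data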;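 note: signal is peak over basal fluorescence ratio across a 100 second FLIPR read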
PHOSPHO1 inh – blocks human PHOSPHO1 phosphatase activity | Q8TCT1 | recombinant PHOSPHO1, absorbance phosphatase assay | inhibition, % at 13.3 µM | actives 1.1% (n = 290,000) | AID 1565; in the data active = inhibition above about 60%
NS3 helicase inh – HCV NS3 helicase inhibition | NS3 helicase DNA unwinding, Cy5 molecular beacon fluorescence | inhibition, % at 10.9 µM | AID 1800 | actives 0.56% (n = 290,000);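 active = inhibition above the mean of all tested compounds plus 3 SD, set per campaign, cut at about 35% in these data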;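 note: 0% = DMSO wells and 100% = thioflavine S control wells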
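Measured by: Cy5 fluorescence, 0 and 60 min reads / Assay system: NS3 helicase fragment of HCV / Control set: low DMSO, high thioflavine S at 110 µM / Times: 1 h reaction at 25 °C, ATP-initiated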
VIM-2 inh – blocks Pseudomonas aeruginosa VIM-2 metallo-beta-lactamase. actives 0.89% (n = 290,000). purified VIM-2, nitrocefin hydrolysis, epi-absorbance fluorescence. AID 1527. inhibition, % at 5.6 µM;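 active = inhibition above the mean of all tested compounds plus 3 SD, cutoff set per screening run, cut at about 7.5% in these data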;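 note: red hydrolysis product quenches plate fluorescence so inhibitors raise well fluorescence; 0% = enzyme with DMSO and 100% = DMSO without enzyme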
DNA FID counter – displaces DNA intercalator in HCV helicase counter-screen; DNA fluorescent intercalator displacement, fluorescence; actives 0.17% (n = 290,000); inhibition, % at 7.9 µM; in the data active = inhibition above about 37%;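 note: 0% = vehicle and 100% = reference compound; higher means more ethidium bromide displaced from hairpin DNA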
GPR7 antag – human neuropeptides B/W receptor 1 antagonism. P48145. GPR7-expressing cells, fluorescence antagonist assay. inhibition, % at 4.4 µM. actives 1.1% (n = 290,000). AID 1861; in the data active = inhibition above about 16%, passing the limit was not always enough;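 note: cells stimulated with the agonist NPW; 0% = agonist with vehicle and 100% = vehicle without agonist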
Target sequence (P48145 whole entry, looked up): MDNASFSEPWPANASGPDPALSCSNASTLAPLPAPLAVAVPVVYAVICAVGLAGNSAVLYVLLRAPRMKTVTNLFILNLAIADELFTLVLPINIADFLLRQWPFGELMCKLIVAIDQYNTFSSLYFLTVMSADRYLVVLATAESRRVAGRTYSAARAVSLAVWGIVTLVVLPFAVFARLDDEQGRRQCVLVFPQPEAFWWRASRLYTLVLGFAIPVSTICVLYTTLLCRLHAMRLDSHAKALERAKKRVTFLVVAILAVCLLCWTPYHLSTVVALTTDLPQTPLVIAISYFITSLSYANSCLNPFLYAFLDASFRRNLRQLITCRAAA
GalR3 antagonist – antagonists of human GalR3. HEK293 GalR3-CNG cAMP membrane potential fluorescence; galR3 body fused to GalR1 C-terminus. inhibition, % at 3 µM. actives 0.44% (n = 360,000). AID 651719;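 active = inhibition above the screen-wide average plus 3 SD, cut at about 13% in these data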;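 note: forskolin and galanin both at EC90 stimulate the cells; cAMP rise reported by CNG channel membrane potential dye signal; 0% = forskolin plus galanin with DMSO and 100% = forskolin alone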
Target sequence (O60755 1-299 limits assumed): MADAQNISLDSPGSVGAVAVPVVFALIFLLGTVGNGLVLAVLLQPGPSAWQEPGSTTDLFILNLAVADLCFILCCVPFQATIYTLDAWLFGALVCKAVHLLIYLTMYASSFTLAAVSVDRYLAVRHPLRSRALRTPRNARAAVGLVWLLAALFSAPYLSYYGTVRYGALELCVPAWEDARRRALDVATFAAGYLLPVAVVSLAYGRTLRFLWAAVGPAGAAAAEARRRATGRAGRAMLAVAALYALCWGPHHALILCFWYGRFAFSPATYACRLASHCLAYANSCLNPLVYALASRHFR
* hit, by the source's call; . = not tested or not shown.

SMILES	OXTR ag	IMP-1 inh	V1R ag counter	PHOSPHO1 inh	NS3 helicase inh	VIM-2 inh	DNA FID counter	GPR7 antag	GalR3 antagonist
Cn1c(=O)[nH]c(=O)c2c1nc(Br)n2C/C=N/NC(=O)c1ccccc1	0.8	-4.5	0.4	8	7	-3.4	-7	-9	-5
CCCS(=O)(=O)N1CCCC(C(=O)NCc2ccc(C)cc2)C1 (stereo unspecified)	-0.3	-4.4	-0.2	7	-1	-4.1	-7	-9	0
COc1cccc(NC(=O)CSc2nnnn2C(C)C)c1	0.2	-0.3	1.2	0	0	-0.8	-3	-3	-5
CN(C)CCNc1ncnc2c1sc1nc(N3CCOCC3)c3c(c12)CC(C)(C)SC3	4.4	-2.0	0.8	42	-84	4.1	17	-12	-7
COc1ccccc1NC(=O)CSCc1ccc([N+](=O)[O-])cc1	-2.0	-1.8	-0.2	38	-8	-0.2	-4	6	-4
CCN(CC)CCCN(Cc1cc2cc3c(cc2[nH]c1=O)OCO3)C(=O)Nc1ccccc1OC	-1.1	0.1	-1.2	33	4	-0.8	20	-15	-4
Cc1ccc(S(=O)(=O)N2CCOCC2)cc1NC(=O)COc1ccc2c(C)cc(=O)oc2c1	-0.3	-3.2	-0.3	-23	11	-2.9	-35	-12	0
Fc1ccc(CSc2nncn2NCc2ccc3c(c2)OCO3)cc1	0.7	-8.2	2.8	-8	-7	-3.6	-15	6	6
COc1ccccc1NC(=O)N1C2CCCC1CC(NC(=O)c1ccccc1)C2 (stereo unspecified)	-0.7	-2.0	-0.6	-5	0	-1.6	-5	-5	-4
COc1ccc(-c2oc3ccc(-c4cc(OC)c(OC)c(OC)c4)cc3c2C(=O)c2ccc(OC)nc2)cc1	-0.3	-0.8	0.6	-2	4	0.1	-12	-13	-2
CCCc1ccc(-c2cc(C(=O)N3CCN(c4ccccn4)CC3)c3ccccc3n2)cc1	0.1	-1.4	0.5	38	-18	-2.8	-41	-25	-1
CCOCCCNC(=O)c1cc(Nc2ccc(OC)cc2OC)nc2ccccc12	-0.6	-1.7	-0.9	15	-12	-1.2	-19	-6	-8
CC(C)N(CCc1ccncc1)C(=O)Nc1ccc(F)cc1	-0.8	-3.1	-0.5	-7	13	-3.7	-3	7	0
C=CCn1c(SCC(=O)NC2CCCCC2)nnc1-c1ccc(OC)cc1	-2.3	-2.9	-0.7	14	1	-3.5	-24	-8	-9
CCOC(=O)c1cnc2cc(C)nn2c1-c1ccccc1	-1.3	-2.6	0.8	33	-10	-2.0	-10	-12	1
COc1cccc(C(=O)NCCSCc2c(F)cccc2Cl)c1	-0.4	0.5	4.5	25	-2	0.1	-23	-14	-10
CC1CCCC(C)N1S(=O)(=O)c1ccc(S(=O)(=O)NCc2ccccc2)cc1 (stereo unspecified)	0.1	-2.2	-0.2	-12	-1	-0.8	-2	9	-5
O=Cc1cn(CC(=O)Nc2ccc(F)cc2)c2ccccc12	6.2	-0.1	12	7	-5	-1.8	-4	6	-7
Cc1ccc(NC(=O)CN2C(=O)NC3(CCc4ccccc43)C2=O)cc1 (stereo unspecified)	-2.6	-2.1	-0.4	19	-9	-1.1	-6	-8	0
Nc1nc(Cl)cc(Nc2ccccc2Cl)n1	-1.5	-3.2	0.6	10	3	-2.2	-3	-29	-9
Cc1ccc(S(=O)(=O)N2CCN(C(=O)N3CCOCC3)C2C)cc1 (stereo unspecified)	0.4	-4.3	0.1	7	7	-4.4	-4	-10	-1
CCCCN(CC)C(=O)c1ccc(Cl)cc1	-0.9	-2.2	-1.3	10	2	-1.7	-4	-9	-2
COCCCNc1ncnc2ccc(C)cc12	9.2	1.0	8.9	-16	-3	-3.7	-2	-17	-6
COn1c(SCc2ccc(Cl)cc2)nc2ccccc2c1=O	-0.5	-3.3	-0.5	23	-1	-1.0	-11	1	-5
CCC(=O)N1CCc2cc(S(=O)(=O)NC(C(=O)N3CCN(c4ccc(F)cc4)CC3)C(C)C)ccc21 (stereo unspecified)	-0.9	-1.0	-0.7	40	-9	-1.4	-40	-16	-8
O=C(Nc1ccccc1F)c1ccc(CSc2ccccc2)o1	-1.9	-1.6	-1.6	-5	-16	-2.8	-13	-1	-1
CNc1ccc(C2(O)C(=O)c3ccccc3C2=O)cc1	1.3	-5.2	1.6	11	1	-3.2	-1	-13	-5
CN(C)S(=O)(=O)c1ccc2c(c1)nc1n2CCC1	-0.1	0.0	0.7	-1	4	-0.7	-1	10	-7
Cc1ccccc1C(=O)N(Cc1cccs1)C1CCS(=O)(=O)C1 (stereo unspecified)	1.9	-3.0	0.1	32	3	-1.4	-6	-11	-9
COc1ccc(CNC(=O)CN(Cc2ccco2)C(=O)CNS(=O)(=O)c2ccc(C)cc2)cc1	0.6	-3.0	-0.6	31	-5	-1.8	-32	-5	-7
O=C1Cc2ccccc2C(=O)N1c1ccc(F)cc1Cl	3.5	-2.3	-0.3	35	10	-1.2	-9	-3	7
Cc1ccc2c(c1)C(=O)C(=O)N2CC(=O)Nc1ccc(N2CCOCC2)cc1	0.0	-3.0	1.1	1	8	-2.0	-1	1	-5
CCCc1nc2c([nH]1)C(c1cccnc1)C(C#N)=C(N)O2 (stereo unspecified)	0.3	-0.7	1.8	4	7	0.1	-4	-6	0
COc1ccc(OC)c(-c2cc(C(=O)NC3CCCC3)c3ccccc3n2)c1	-1.0	-0.8	-0.3	19	8	0.2	-32	-11	-5
COC(=O)c1cc(-c2cccc(OC)c2)c2c(=O)[nH]c(=O)n(C)c2n1	-2.0	-1.1	-1.2	-5	-6	3.4	-23	-14	-6
CCCOc1ccc(C(=O)ON=C2CCN(C)CC2)cc1	-0.1	0.0	1.2	-18	-24	-1.1	-1	-3	1
COc1cc(NC(=S)N(C)CCC#N)c(OC)cc1Cl	-1.1	-2.3	-1.5	6	-5	-1.0	-6	-15	0
O=C(NCN1CCCCC1)c1cnccn1	0.5	-1.3	0.9	-21	-4	-1.6	0	-10	-4
O/N=C/c1ccc2cccc(O)c2n1	0.2	-2.8	-0.3	23	2	-3.7	-4	-14	-2
COc1cc(Br)cc(CN2CCN(C=O)CC2)c1O	-0.1	-1.1	1.2	-3	8	-2.7	0	-1	-4

Single entries from above.
Result of COCCCNc1ncnc2ccc(C)cc12 under V1R ag counter: 8.9
Result of COn1c(SCc2ccc(Cl)cc2)nc2ccccc2c1=O under DNA FID counter: -11

Later entries
SMILES	OXTR ag	IMP-1 inh	V1R ag counter	PHOSPHO1 inh	NS3 helicase inh	VIM-2 inh	DNA FID counter	GPR7 antag	GalR3 antagonist
C/C(=N\Nc1ccc([N+](=O)[O-])cc1[N+](=O)[O-])C(C)(C)C(C(=O)O)C(=O)O	0.7	-4.4	0.8	1	13	-2.5	7	-8	-7
Cc1cc(C)c2nc(/N=C(\N)NC(=O)Nc3ccccc3)nc(C)c2c1	0.0	-3.4	-0.8	5	-14	6.6	1	-19	-2
COc1ccc(CCNC(=O)Cn2nnc(C(=O)Nc3cccc(C)c3C)c2N)cc1OC	8.3	-3.4	-0.3	18	-1	-1.7	-29	1	-8
CC(=O)Nc1ccc(S(=O)(=O)Nc2nc3ccccc3nc2Nc2ccccc2)cc1	5.1	-1.1	3.5	-1	2	-3.9	-22	-4	-6
CC1CCCCC1NC(=O)C1CCN(S(=O)(=O)c2ccc3c(c2)CCC(=O)N3)CC1 (stereo unspecified)	1.3	-3.0	-0.6	-12	12	-3.0	-13	-7	3
COc1ccc(Cl)cc1NC(=O)C1CC(c2ccccc2O)=NO1 (stereo unspecified)	-0.8	-2.9	1.5	30	-5	-0.5	0	5	-11
Cc1cccc(C(=O)NC(=S)NNC(=O)c2ccc(Cl)cc2)c1	98*	-0.7	112*	12	23	-2.8	-17	32*	-4
CCOC(=O)c1cc(-c2c(Cl)cccc2Cl)no1	-3.0	-3.4	-1.5	39	14	-2.2	-3	-9	-4
COc1ccccc1NS(=O)(=O)c1cc(NC(=O)c2cccs2)ccc1N1CCOCC1	1.8	-0.1	1.0	48	-15	-2.2	-6	-1	-7
CCc1nn(CC(=O)NCCc2ccc(OC)cc2OC)c(=O)c2cc3occc3n12	-0.5	-3.3	1.5	-10	1	-2.7	-35	-16	-8
COCC(=O)N(C)c1nnc(-c2cnc(C)cn2)s1	-0.4	-1.4	0.5	23	-5	-0.6	8	-4	-4
COc1ccc(CN(Cc2ccc(C(=O)O)cc2)C(=S)Nc2ccccc2Cl)cc1OC	0.0	0.8	0.7	2	14	-1.6	-37	0	-8
COc1ccc(C(=O)c2sc3nc(-c4ccccc4)ccc3c2N)cc1	1.5	-1.9	7.2	-9	21	-0.4	-10	-7	.
CCCOc1ccc(CC2CCC(=O)NC2=O)cc1 (stereo unspecified)	-1.9	-3.5	-0.2	7	2	-3.7	-3	-4	-2
Cc1cccc(C(=O)O/N=C(\N)c2ccc(Cl)cc2)c1	-2.1	-2.7	0.5	.	-10	-1.7	-5	8	-7
S=C1NC[C@H](CC2CCCCC2)N1CC1CCCCC1	-1.8	-1.8	-0.7	5	5	-3.1	-15	10	-2
CC1CCN(c2c(NCC3CCC(C(=O)NC4CCCCCC4)CC3)c(=O)c2=O)CC1 (stereo unspecified)	-0.4	-3.2	0.7	18	7	-3.6	-6	-17	-2
O=C(C/C(=N/O)c1ccccc1O)C(F)F	0.1	-2.6	1.1	-5	-4	-2.5	2	-5	2
Oc1ccccc1N1CCN(c2ncnc3scc(-c4ccc(F)cc4)c23)CC1	-2.0	-1.3	-0.6	2	8	-2.2	-28	5	-11
COc1ccc(S(=O)(=O)NCc2ccccn2)c(C)c1C	-0.9	-2.7	0.7	19	1	-2.8	-6	-16	-9

Among those listed so far, 2 contain a COOH group:
SMILES	OXTR ag	IMP-1 inh	V1R ag counter	PHOSPHO1 inh	NS3 helicase inh	VIM-2 inh	DNA FID counter	GPR7 antag	GalR3 antagonist
C/C(=N\Nc1ccc([N+](=O)[O-])cc1[N+](=O)[O-])C(C)(C)C(C(=O)O)C(=O)O	0.7	-4.4	0.8	1	13	-2.5	7	-8	-7
COc1ccc(CN(Cc2ccc(C(=O)O)cc2)C(=S)Nc2ccccc2Cl)cc1OC	0.0	0.8	0.7	2	14	-1.6	-37	0	-8

The results go on:
SMILES	OXTR ag	IMP-1 inh	V1R ag counter	PHOSPHO1 inh	NS3 helicase inh	VIM-2 inh	DNA FID counter	GPR7 antag	GalR3 antagonist
Cc1cccc(CNC(=O)C2CCC(=O)N(C3CC3)C2)c1 (stereo unspecified)	-0.7	-1.7	1.4	-1	4	-2.4	-2	-16	-4
CCC(C)N1CCC(Oc2ccc(C(=O)NCc3ccccn3)cc2)CC1 (stereo unspecified)	0.7	-2.3	1.6	28	-2	-3.0	7	5	-4
O=C(CCn1c(=O)[nH]c2ccccc2c1=O)NCCSCc1ccccc1	-1.0	-0.9	-0.1	-22	0	-1.1	-13	-8	-1
COCCNC(=O)CSc1nc2ccc(N3CCOCC3)cc2c(=O)n1Cc1ccc(OC)cc1	0.6	-2.2	-2.0	-53	6	-1.7	-10	-5	-2
Cc1ccc(S(=O)(=O)NC(=O)Nc2ccc(C)cc2C)cc1	.	-2.6	.	12	7	-3.2	-5	0	-1
Nc1nc(-c2ccccc2)cc(-c2ccccc2)n1	.	-4.0	.	19	-6	-1.3	-19	-18	-12
O=C(CN1C(=O)CCC1=O)Nc1nc(-c2ccccn2)cs1	0.9	-4.1	0.5	4	3	-2.7	-4	-6	-2
